Screening results as filed in PubChem BioAssay.
Tb PYK inh – blocks Trypanosoma brucei pyruvate kinase | Q57TT1 | TbPYK enzyme, Kinase-Glo Plus ATP luminescence, 45 min | Potency, µM (doses to about 76.8 µM), for inactives: top-dose activity, negative = inhibition, hits mostly inhibitors | 410,000 compounds, 0.12% hits | AID 624173; active = well fitted inhibition curve with a large enough effect; also: nearly all actives have a fitted effect of over 50% in size
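Activity of T. brucei pyruvate kinase was followed by Kinase-Glo Plus luminescence after the enzyme reacted 45 min at room temperature with 130 uM ADP (final) and substrate. Test compounds were added before ADP at multiple concentrations.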
* hit, by the source's call; [ ] = another dose, or the depositor's remark. % is scaled to controls: 0 for no effect and ±100 for the full control effect; potency is read from the fitted curve at half-maximal effect. A portion of the library. The share of hits here may be higher or lower than overall.

smiles,Tb PYK inh
O=S(=O)(c1ccc(OC(F)(F)F)cc1)N1CCC(c2nnnn2-c2ccc(F)cc2)CC1,1%
CC(=O)NC(c1cccc(F)c1)c1nc(-c2csc3ccccc23)cs1 (stereo unspecified),2%
CCOC(=O)c1c(-c2ccccc2)oc2ccc(N(C(C)=O)S(=O)(=O)c3cc(C)ccc3C)cc12,2%
CSCCC(C(=O)Nc1c(C)cccc1C)N(Cc1ccccc1)Cc1ccccc1 (stereo unspecified),7%
COc1ccc2c(CNCc3ccc(C)o3)c(C(=O)O)n(Cc3ccccc3C)c2c1,0%
CCN1CCN(c2cc3c(cc2F)c(=O)c(S(=O)(=O)c2ccc(OC)cc2)cn3CC)CC1,3%
CC1(C(=O)Nc2ccccc2)CCN1C(=O)C1(c2ccc(Cl)cc2)CC1 (stereo unspecified),-4%
CN(C)c1ncc2ncc(=O)n(CCC#N)c2n1,-4%
COc1cccc(/C=C/c2nc(C#N)c(N3CCCCCC3)o2)c1,-8%
Cc1cn([C@H]2C[C@H](O)[C@@H](CNCc3cccc(OC4CCCC4)c3)O2)c(=O)[nH]c1=O,-8%
Cc1ccc(CNC(=O)C(=O)NCC(c2ccco2)S(=O)(=O)c2cccs2)cc1 (stereo unspecified),3%
CCN(CCCNC(=O)Cn1ncc2c([nH]c3ccccc32)c1=O)c1cccc(C)c1,-3%
COc1ccc(-c2ccc(CN3C(C(C)C)C(=O)N(Cc4cn(CCC5OCCO5)nn4)CCS3(=O)=O)cc2)cc1 (stereo unspecified),3%
Cc1ccc(C(C)C)c(OCC(=O)Nc2nc3c(s2)CCCC3)c1,-1%
CCOc1ccc(NC(=O)CSC2=Nc3ccccc3C3=NC(Cc4ccccc4)C(=O)N23)cc1 (stereo unspecified),-2%
Cc1cccc(NC(=O)CN2C(=O)CCc3ccccc32)c1C,-1%
COc1ccc(CNC(=O)c2ccc(CSc3nc4ccncc4n3Cc3ccccc3F)cc2)cc1,2%
Cc1ccc(S(=O)(=O)N2Cc3cc(-c4ccccc4)ccc3-n3nncc3C2)cc1,-8%
C[C@@H]1ON(C)[C@H]2C[C@H]3c4[nH]c5ccccc5c4CCN3C[C@@H]12,-1%
CCOC(=O)c1[nH]c2c(c1Cc1ccccc1C)C(=O)CC(c1ccccc1)C2 (stereo unspecified),-1%
COc1ccc(-n2c(=O)c3ccccc3n(Cc3cccc(C)c3)c2=O)cc1,5%
CCc1nc2ccc(C(=O)NC3CCN(Cc4ccccc4)CC3)cn2c1N(C)Cc1ccc(N(C)C)cc1,3%
COc1ccc(C)cc1N(C)C(=O)c1c(C)oc2ncnc(N3CCOCC3)c12,-3%
CCC(C)NC(=O)CN1C(=O)c2cccnc2Oc2ccc(C)cc21 (stereo unspecified),-4%
CCOCCCn1c(=N)c(C(=O)NCC2CCCO2)cc2c(=O)n3cccc(C)c3nc21 (stereo unspecified),0%
CCc1ccc(CNC(=O)CN2C(=O)CCn3nc(-c4cn(C)c5ccccc45)cc32)cc1,-2%
CC(=O)c1ccc(NC(=O)C2CCN(c3nnc(C)c4c(C)n(-c5ccccc5)nc34)CC2)cc1,0%[15.4 µM]
COCc1oc2ccc(NS(=O)(=O)c3ccc(C)cc3)cc2c1C(=O)OC,0%
O=C(c1ccco1)N1CCC2(CC1)CN(c1ccc(-c3ccccc3)cc1)C2,-10%
Cc1ccc(S(=O)(=O)CC(=O)Nc2nc3c(C)cc(C)cc3s2)cc1,3%[15.4 µM]

(next part)
smiles,Tb PYK inh
CC(=O)Oc1ccc(C2(c3ccc(OC(C)=O)cc3)Oc3ccccc3NC2=O)cc1,-5%
NCC1O[C@@H](O[C@@H]2C(O)[C@H](O[C@H]3OC(CO)C(O)C(N)C3O)[C@@H](N)C[C@H]2N)C(N)C(O)C1O (stereo partly specified),2%
CCOc1ccc(CNC(=O)c2ccc(NC(=O)c3nsc4ccccc34)cc2)cc1,5%
Cc1nc(SCc2nc3c(O)cccc3[nH]2)c2oc3ccccc3c2n1,-7%
COc1ccccc1NC(=O)Cn1c(C)cc(C)c(C#N)c1=O,3%
CC1(C)CC(=O)C=C(c2ccc(COC(=O)/C=C/c3ccccc3)cc2)C1=O,1%
Cc1ccccc1-n1c(SCC(=O)NC2CC2)nc2ccccc2c1=O,1%
COc1ccc(NC(=O)C2(C)CCN2Cc2cccc(OC)c2OC)cc1OC (stereo unspecified),0%
Cc1ccc(S(=O)(=O)c2cn(CC(=O)Nc3ccccc3)c3cc4c(cc3c2=O)OCO4)cc1,-1%
CCOc1ccccc1NC(=O)N1CCCn2nc(C)cc21,2%
CCOc1ccc(CCNC(=O)c2ccc(-c3nc(CSc4ccc(C)cc4)c(C)o3)cc2)cc1,0%
CC(C)C1C(=O)N(Cc2cn(CCC3OCCCO3)nn2)CCS(=O)(=O)N1Cc1ccc(-c2ccc(F)nc2)cc1 (stereo unspecified),-17%
CCNC(=O)C1(C)CCCN(C(=O)c2cc(-c3ccccc3)cs2)C1 (stereo unspecified),2%
Cc1ccc(C)c(NC(=O)CN(C)C(=O)c2ccc(COc3ccccc3)cc2)c1,-2%
COc1ccc(C(=O)N2CCC3(CCCN(Cc4nccs4)C3)CC2)cc1,1%
Cn1nccc1-c1coc2c(C(=O)N3CCOCC3)cccc12,1%
Cc1ccc(C(=O)Nc2ccc(N3CCCCC3)cc2)cc1,-6%
CS(=O)(=O)N1CCC2(CC1)CN(c1ccncc1)C2,0%
O=C(C1CCCCC1)N1CCC2CC1c1cc(-c3ccc4c(c3)OCO4)ccc12 (stereo unspecified),3%
CN1C(=O)[C@H]2[C@@H](c3ccc(C(F)(F)F)cc3)N[C@]3(CCCN(Cc4ccco4)C3=O)[C@H]2C1=O,0%
CCOc1ccc(Cn2c(CNS(=O)(=O)c3ccc(CC)cc3)nc3cccnc32)cc1,-1%
CC(=O)NC(c1ccccc1)c1nc(-c2ccc3ccccc3c2)cs1 (stereo unspecified),-3%
COc1ccc(C2CC(=O)c3cc(-c4nc(-c5cccc([N+](=O)[O-])c5)cs4)c(=O)n(-c4ccccc4C)c3C2)cc1 (stereo unspecified),3%
COc1ccc(C)cc1NC(=O)C1CCC(CNS(=O)(=O)c2ccc3c(c2)CCCC(=O)N3)CC1 (stereo unspecified),2%
COc1ccc(CNC(=O)C(C)Sc2nc(-c3ccccc3)cc(C(F)(F)F)n2)cc1 (stereo unspecified),3%
CCOc1cc2sc(N3CCC(C(=O)Nc4ccccc4C(=O)OC)CC3)nc2cc1Br,3%
CCOc1ccc(CCNC(=O)COC(=O)c2[nH]c(C)c(C(C)=O)c2C)cc1OCC,-4%
CCc1ccc(NC(=O)c2cc3c([nH]c2=O)CC(C)(C)CC3=O)cc1,4%
COc1ccccc1-c1cc2nc(NCc3cccc(Cl)c3)ccn2n1,-6%
CCc1cc2c(cc3c(=O)n(CC(=O)N4CCCCC4)ncn32)s1,3%

Shown as labelled records: 2 of the compounds above
CN1C(=O)[C@H]2[C@@H](c3ccc(C(F)(F)F)cc3)N[C@]3(CCCN(Cc4ccco4)C3=O)[C@H]2C1=O
  Tb PYK inh: 0%
CC(C)C1C(=O)N(Cc2cn(CCC3OCCCO3)nn2)CCS(=O)(=O)N1Cc1ccc(-c2ccc(F)nc2)cc1 (stereo unspecified)
  Tb PYK inh: -17%

The list goes on.
smiles,Tb PYK inh
CCC(=O)N1c2ccccc2CC1C(=O)NCCc1ccc(OC)cc1OC (stereo unspecified),-1%
Cc1cccc(NC(=O)c2cc(S(=O)(=O)N3CCCCCC3)cn2C)c1C,-10%
CC(C)C(N)c1csc(Nc2cc(Oc3ccccc3)ncn2)n1 (stereo unspecified),-3%
O=C(CCn1c(=O)c2cccn2c2cccnc21)N1CCN(c2ccc(F)cc2)CC1,-7%
Cc1ccc(Nc2sc(C(=O)c3ccc(F)cc3)c(N)c2S(=O)(=O)c2ccc(C)cc2)cc1,10%
CC(=O)N1CCc2cc(S(=O)(=O)NC(Cc3ccccc3)C(=O)NCc3ccccc3Cl)ccc21 (stereo unspecified),0%
CCOc1ccc(CCN2C(=S)N([C@@H](CC(C)C)CN3CCC[C@@H]3CN3C(=S)NC[C@@H]3CC(C)C)C[C@@H]2Cc2ccc(O)cc2)cc1,-5%
COc1ccc(NC(=O)Cn2c(=O)n(-c3cccc(C)c3)c(=O)c3c2c2cc(C)ccc2n3C)cc1Cl,4%
O=C(NC(c1ccc(-c2ccccc2)cc1)c1cnccn1)C1CCN(CCCOc2ccccc2)CC1 (stereo unspecified),-1%
COc1ccc(Cc2nc3ccccc3n2Cc2ccccc2F)cc1,0%
COc1cc2ccccc2cc1C(=O)Nc1cccc(-c2nc3cc(C)c(C)cc3o2)c1C,-3%
C[C@H](O)[C@@H]1C(=O)N2CCc3ccc(-c4ccccc4)cc3[C@@H]2C[C@@H]1N(C)C(=O)c1cccnc1,2%
COc1ccc(-n2c(=O)c3c4c(sc3n(CC(=O)NCC3CCCO3)c2=O)CN(C(C)=O)CC4)cc1OC (stereo unspecified),3%
O=C(NCCc1ccccc1Cl)C1CCN(c2nc3ccccc3nc2C(F)(F)F)CC1,3%
O=C(CNC(=O)c1cccc(-n2cccc2)c1)Nc1ccccc1Br,5%
COCCn1c(=O)c(CCc2ccccc2)nc2cnc(Oc3cccc(Cl)c3)nc21,-10%
Cc1ccccc1CNC(=O)C1CCN(c2nn3cc(-c4ccc(F)cc4)nc3s2)CC1,-2%[15.4 µM]
CC1(c2nnnn2Cc2ccccc2)CCC(=O)N1CCc1ccccc1F (stereo unspecified),-10%
Cc1ccc(-n2c(SCC(=O)NCc3ccc(F)cc3)nc3c([nH]c4ccccc43)c2=O)cc1,1%
O=C(O)CCc1ccc(-c2ccc(Cl)cc2)n1-c1cccc(C(F)(F)F)c1,-17%
Cc1nc(-c2ccc(Cl)cc2)sc1CCNC(=O)C(=O)Nc1ccccc1C#N,5%
COc1ccc(CN2C(=O)CCCC2(C)c2nc3ccccc3[nH]2)cc1 (stereo unspecified),-7%
CCNC(=O)c1c(C)oc2ncn(C)c(=O)c12,-4%
CCN(CC)CCN1CCN(c2cnc(C)cn2)CC1,1%
CCC(C)NC(=O)CSCc1nc(-c2ccc(C)cc2)oc1C (stereo unspecified),4%
O=C(COc1cccc(F)c1)Nc1nc(-c2ccccn2)cs1,-29%
O=C(COC(=O)CSc1ccc(F)cc1)NC1CC1,7%
N#Cc1ccc(S(=O)(=O)N2CCCCC2c2cc(C(=O)Nc3cccc4c3CCCC4)no2)cc1 (stereo unspecified),3%
COc1ccc(-c2ccc3c(c2)c(Sc2ccccc2)c(-c2cc(OC)cc(OC)c2)n3C)cc1,3%
Cc1c(C(=O)NCc2ccc(Cl)c(Cl)c2)sc(=O)n1Cc1ccc(C(=O)N(C)C)cc1,-1%

Some of the entries above in another layout:
O=C(NCCc1ccccc1Cl)C1CCN(c2nc3ccccc3nc2C(F)(F)F)CC1
  Tb PYK inh = 3%
O=C(CNC(=O)c1cccc(-n2cccc2)c1)Nc1ccccc1Br
  Tb PYK inh = 5%

For reference, some entries already given:
smiles,Tb PYK inh
CCC(=O)N1c2ccccc2CC1C(=O)NCCc1ccc(OC)cc1OC (stereo unspecified),-1%
Cc1cccc(NC(=O)c2cc(S(=O)(=O)N3CCCCCC3)cn2C)c1C,-10%
CC(C)C(N)c1csc(Nc2cc(Oc3ccccc3)ncn2)n1 (stereo unspecified),-3%

Following part:
smiles,Tb PYK inh
COC(=O)c1c(NC(=O)C2c3ccccc3Oc3ccccc32)sc2c1CCC(C(C)(C)C)C2 (stereo unspecified),2%
CC(C)C1C(=O)Nc2ccc(S(=O)(=O)NCCc3ccc(Cl)cc3)cc21 (stereo unspecified),5%
O=C(COc1ccccc1F)OCc1cc(=O)n2nc(C3CC3)sc2n1,-1%
COCCCNC(=O)c1[nH]c2ccccc2c1Sc1ccc(C)cc1,3%
CCc1ccc(NC(=O)CN2CCSc3ccc(S(=O)(=O)N4CCCC4)cc32)cc1,5%
COc1ccc(NC(=O)c2cc3nc(-c4ccc(Cl)c(Cl)c4)cc(C(F)(F)F)n3n2)c(OC)c1,-9%
CCOC(=O)N(C)C[C@@H]1OCc2ccccc2-c2c(n(C)c3ccccc23)C(=O)N([C@H](C)CO)C[C@H]1C,4%
CCCCN1C(=O)C(CC(=O)NCCc2ccccn2)CC(C(=O)N2CCOCC2)=C1C (stereo unspecified),5%
Cc1ccc(NC(=O)CSc2n[nH]c(-c3ccc(F)cc3)n2)cc1F,2%
COC(=O)c1ccc2nc(-c3cccc(Cl)c3)c(CC3CCCCC3)n2c1,5%
Cc1cc(C)cc(Nc2nnc(-n3nc(C)cc3C)c3ccccc23)c1,-6%
COc1ccc(NC(=O)Cn2ncc3c(C)n(Cc4cccc(Cl)c4)c(C)c3c2=O)cc1,5%
C=CCC[C@H](CCCCC)OC(=O)/C=C/[C@@H](O)[C@H](O)C[C@@H](O)CC=C,-3%
Cc1ccc(S(=O)(=O)N2C[C@H]3[C@H]4C(=O)N(Cc5ccccc5)C(=O)[C@H]4CC(=O)[C@H]3[C@@H]2c2ccccc2Cl)cc1,2%
O=C([C@H]1O[C@@H](n2ccc(=O)[nH]c2=O)[C@H](O)[C@@H]1O)N1CCC(F)(F)CC1,1%
Cc1ccc(C)c(Cn2nc(C)n3c(cc4cc(C)ccc43)c2=O)c1,0%
